Compound activity (PubChem)
MITF inh = blocks human microphthalmia-associated transcription factor; 650,000 tested, 0.91% active; O75030; inhibition, % at 2.6 µM; AlphaScreen MITF homodimerization, bead proximity signal; in the data active = inhibition above about 50%;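 note: 0% = vehicle wells with protein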
Target sequence (O75030 whole entry, looked up): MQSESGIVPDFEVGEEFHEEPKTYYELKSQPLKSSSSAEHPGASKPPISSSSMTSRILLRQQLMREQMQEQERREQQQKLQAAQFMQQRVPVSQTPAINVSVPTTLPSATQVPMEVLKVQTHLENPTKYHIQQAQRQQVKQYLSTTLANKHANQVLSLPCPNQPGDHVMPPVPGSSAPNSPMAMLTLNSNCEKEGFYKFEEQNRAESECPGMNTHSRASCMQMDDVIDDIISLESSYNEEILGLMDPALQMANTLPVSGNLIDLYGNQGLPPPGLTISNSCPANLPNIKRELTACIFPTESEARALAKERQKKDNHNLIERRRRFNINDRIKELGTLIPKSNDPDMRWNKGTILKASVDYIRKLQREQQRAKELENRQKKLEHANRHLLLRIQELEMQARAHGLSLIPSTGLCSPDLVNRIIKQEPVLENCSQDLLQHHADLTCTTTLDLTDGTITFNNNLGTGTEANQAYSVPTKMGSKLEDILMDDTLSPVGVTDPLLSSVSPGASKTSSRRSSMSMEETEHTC
TEAD-YAP inh = TEAD-YAP interaction inhibition | 640,000 tested, 1.4% active | inhibition, % at 9.12 µM | AID 1259422 | HEK-TIYL cells, TEAD-Gal4/YAP UAS-luciferase luminescence; in the data active = inhibition above about 32%;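 note: 0% = median of test compound wells and 100% = reference inhibitor wells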
GPR151 activ = human GPR151 activation; Q8TDV0; PathHunter beta-arrestin GPR151 cells, luminescence; activation, % at 11.2 µM; 650,000 tested, 1% active; AID 1508602; in the data active = activation above about 4.9%;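 note: 0% = median of compound wells and 100% = cells with positive control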
Target sequence (Q8TDV0 whole entry, looked up): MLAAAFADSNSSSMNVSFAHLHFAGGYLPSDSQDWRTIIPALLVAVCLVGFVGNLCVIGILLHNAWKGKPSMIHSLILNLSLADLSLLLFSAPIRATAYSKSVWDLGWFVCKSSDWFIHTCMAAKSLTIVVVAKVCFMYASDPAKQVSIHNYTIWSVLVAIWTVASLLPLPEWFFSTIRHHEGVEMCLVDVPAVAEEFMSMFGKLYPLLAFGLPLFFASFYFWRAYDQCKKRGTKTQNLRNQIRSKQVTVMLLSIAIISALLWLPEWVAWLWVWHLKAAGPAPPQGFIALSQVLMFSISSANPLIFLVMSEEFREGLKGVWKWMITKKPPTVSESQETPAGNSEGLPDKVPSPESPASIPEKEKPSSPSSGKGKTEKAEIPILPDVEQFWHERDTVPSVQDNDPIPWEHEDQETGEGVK
FBW7 activator = human FBW7 E3 ligase activation, primary screen; Q969H0; AlphaScreen FBW7–phospho-cyclin E peptide binding, activator screen; normalized activity (activation), % at 26.1 µM; 650,000 tested, 0.13% active; AID 1259310; in the data active = normalized activity above about 1.9%;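 note: purified mutant Fbw7 with reduced substrate affinity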
* marks the source's active call; other numbers are inactive results; & = joins results of further samples.

SMILES	GPR151 activ	TEAD-YAP inh	MITF inh	FBW7 activator
COc1ccc(-c2nc3scc(CCNS(=O)(=O)c4ccc(C)cc4)n3n2)cc1	0.6	-4	-10	-0.4
CC1=CCC(C(=O)O)C(C(=O)Nc2ccc([N+](=O)[O-])cc2)C1 (stereo unspecified)	1.9	6	7	0.1
Cc1ccc(-n2nc3c(c2NC(=O)C(C)C)CS(=O)(=O)C3)c(C)c1	0.1	4	10	-0.1
CCc1nn(CC(=O)N2CCC(N3CCCCC3)CC2)c(=O)c2cc3sccc3n12	0.3	0	9	-0.1
Cc1nc(COC(=O)c2cc(O)c3ccccc3c2O)cs1	-0.8	-1	2	-0.2
CC(C)Oc1ccccc1-c1nc(SCC(N)=O)n[nH]1	0.0	7	-14	-0.1
CC(=O)N(CCCN(C)C)c1nc2ccc(F)cc2s1	-0.2	-2	9	0.4
CC(C)(C)NC(=O)c1ccncc1	-2.0	7	-11	0.1
CCOc1cc2c3c(c1)C1(C(=O)N3C(C)(C)C=C2C)C(C#N)=C(N)Oc2cc(O)ccc21 (stereo unspecified)	-1.9	3	22	0.3
COc1ccc(C)cc1NC(=O)N1CCN(C(=O)C2CCCO2)CC1 (stereo unspecified)	-1.0	-8	-15	0.0
Cc1ccc(NC(=O)c2cc(Cl)c(Cl)cc2C(=O)O)c(C)c1	1.3	6	4	0.1
COc1nc(NCc2cccc(C(F)(F)F)c2)nc(-c2ccc(C(=O)N3CCN(C)CC3)cc2)n1	-1.6	-2	2	-0.1
N#CC1=C(N)Oc2ccc3ccccc3c2C1c1ccc(Br)cc1 (stereo unspecified)	1.1	4	1	0.5
COC(=O)C1=C(C)NC2=C(C(=O)CC(c3ccccc3)C2)C1c1ccc([N+](=O)[O-])cc1 (stereo unspecified)	-1.0&-1.3	12&13	-1&12	-0.1&-0.2
O=C(OCCCc1nc2ccccc2[nH]1)C12CC3CC(CC(C3)C1)C2	0.3	3	1	0.1
O=C(O)CCCCCNC(=O)OCC1c2ccccc2-c2ccccc21	-0.6	7	13	0.1
CC(C)n1cnc2c(NC3CC3)nc(-c3cccc(N)c3)nc21	-0.4	9	14	0.4
Cc1cccc(Cc2c(C)nc3c(C(=O)N4CCN(Cc5ccc6c(c5)OCO6)CC4)cnn3c2C)c1	1.8	9	1	-0.5
Nc1ncnc(NCCN2CCOCC2)c1[N+](=O)[O-]	-0.4	18	13	-0.1
Cc1ccc(C(=O)Nc2ccc(C(N)=O)cc2)cc1Br	-1.7	-35	-9	0.0
C=CCc1ccc(OCCCCN2CCNCC2)c(OC)c1	2.5	-11	67*	-0.1
CCCCSc1nnc2c(n1)OC(c1ccc(C)o1)Nc1ccccc1-2 (stereo unspecified)	1.4	-32	-9	-0.7
COc1cccc(C2/C(=C(/O)c3ccc(Cl)cc3)C(=O)C(=O)N2c2ccc(OCC(=O)O)cc2)c1 (stereo unspecified)	-0.7	-4	-8	-0.1
CC(C)CCC(=O)N1CCOc2ccc(CN3C[C@@H](C)O[C@@H](C)C3)cc2C1	1.0	-1	12	-0.1
COc1ccc(/C=C2/C(=O)NC(=O)N(C3CCCCCC3)C2=O)cc1OC	-2.0	4	17	-0.9
Clc1ccccc1/C=N/N1CCN(Cc2ccccc2)CC1	0.1	2	4	-0.1
COc1ccc(Cl)cc1NC(=O)c1cc2cccc(OC)c2oc1=Nc1ccc(C(=O)O)cc1	0.8	-7	16	-0.3
Cn1c(=O)c2c(ncn2CC(=O)Nc2nc(-c3ccc(F)c(F)c3)cs2)n(C)c1=O	-0.3	4	3	-0.2
CC(C)(C)NC(=O)N1CCN(CC(=O)c2ccco2)CC1	-2.4	0	11	1.1
CCNC(=O)c1cc2c(=O)n3ccccc3nc2n(CCc2ccccc2)c1=N	1.8	1	-6	-0.1
COCCn1c(=NC(=O)CCS(=O)(=O)c2ccccc2)sc2cc(OC)ccc21	6.7*	1	2	0.2
O=C(Nc1ccc(Cl)c(Cl)c1)c1cc(S(=O)(=O)NC2CCCCC2)ccc1F	0.8	-1	25	0.1
CCOC(=O)C1=C(C)N=c2s/c(=C\c3ccc(-c4ccccc4[N+](=O)[O-])o3)c(=O)n2C1c1ccccc1 (stereo unspecified)	-1.9	6	25	0.2
CS(=O)(=O)N(CC(=O)N1CCOCC1)c1ccccc1Br	-0.5	-2	15	0.3
O=C(C1c2ccccc2Oc2ccccc21)N1CCC(c2nc3ccccc3[nH]2)CC1	1.2	16	0	0.0
CCOC(=O)c1c(C)n(C)c2ccc(OCC(O)CNC3CCCC3)cc12 (stereo unspecified)	-1.3	-2	19	0.1
CCOc1ccccc1C1Nc2ccccc2NC2=C1C(=O)CC(c1ccc3c(c1)OCO3)C2 (stereo unspecified)	1.2	-3	-1	0.0
CCSc1nnc(NC(=O)c2ccc(OC)cc2OC)s1	0.3	-46	12	0.2
CCC(C)c1ccc(NS(=O)(=O)c2c(C)cc(C)cc2C)cc1 (stereo unspecified)	0.9	-4	0	0.1
COc1cc2nc(C3CC3)n(NC(=O)c3ccc(F)c(F)c3)c(=O)c2cc1OC	-0.5	4	-16	0.1
CCOc1c(Cl)cc(CNCc2ccncc2)cc1OC	4.2	2	-5	-0.1
N#CC1=C(N)Oc2cc(N)ccc2C1c1cccc(I)c1 (stereo unspecified)	-0.3	7	14	0.1
N#C/C(=C\c1ccc(-c2ccc(Br)cc2)o1)C(=O)O[n+]1ccccc1	0.2	8	12	-0.7
O=C(CN1CCN(C(=O)c2c[nH]c3ccccc23)CC1)c1cccs1	0.8	-1	11	-0.3
CC(C)C(c1nnnn1Cc1ccccc1)N1CCN(C2CCCC2)CC1 (stereo unspecified)	9.0*	4	3	0.0
c1cnc(Nc2nc(-c3cccs3)cs2)nc1	-1.8	-27	10	1.5
CCOc1ccc(N/C=C/C(=O)c2ccco2)cc1	-0.8	1	8	0.2
COc1ccc(CCNC(=O)c2cc(Sc3ccc(Cl)cc3)nc3ccccc23)cc1OC	-0.1	-2	13	-0.1
O=C(NCCO)C1CCCN(S(=O)(=O)c2ccc(Cl)cc2)C1 (stereo unspecified)	-0.3	1	4	-0.1
Cc1cccc(Cn2c(SCCc3ccccc3)nc3c2c(=O)n(C)c(=O)n3C)c1	-0.4	-3	-4	-0.2
CCOC(=O)C1=CN(C)C=C(C(=O)OCC)C1c1ccccc1F	0.1	-10	-1	0.4
COC(=O)CC1C(C)(C)C(OC(C)=O)[C@@H]2[C@@H](OC(C)=O)[C@]34O[C@@]2(O)[C@]1(C)C3CC[C@]1(C)C4=CC(=O)O[C@H]1c1ccoc1 (stereo partly specified)	-0.2	7	-10	0.0
O=S(=O)(NCc1cn2ccccc2n1)c1ccc(Oc2ccccc2)cc1	-0.7	16	-8	0.0
Cc1ccc(-c2nc3ccccc3o2)cc1[N+](=O)[O-]	0.8	-11	-5	0.0
CC(C)c1nc2ccccc2n1CC(=O)O	0.5	5	2	0.1
COc1ccc(/C=C/c2nc(=O)c(-c3ccccc3)c(C)o2)cc1	-0.7	2	9	0.6
C=C1c2cc(C)ccc2NC(=O)N1c1cccc(Cl)c1	-0.9	6	1	-0.1
CC(=O)c1cc(F)c(N2CCN(C(C)=O)CC2)cc1C	0.6	3	11	-0.1
O=C1NC(=Nc2ccccc2)S/C1=C\c1ccccc1OCc1ccccc1Cl	-0.6	6	2	-0.1
Cc1[nH]n(-c2ccc(Br)cc2)c(=O)c1C=Nc1ccc(N)c([N+](=O)[O-])c1	-0.2	2	1	0.4

Individual results from above:
CCOC(=O)c1c(C)n(C)c2ccc(OCC(O)CNC3CCCC3)cc12 (stereo unspecified) in FBW7 activator: 0.1
CCOc1ccc(N/C=C/C(=O)c2ccco2)cc1 in GPR151 activ: -0.8

Returning to the listing with the 7 entries that preceded the break.
SMILES	GPR151 activ	TEAD-YAP inh	MITF inh	FBW7 activator
Cc1ccc(-c2nc3ccccc3o2)cc1[N+](=O)[O-]	0.8	-11	-5	0.0
CC(C)c1nc2ccccc2n1CC(=O)O	0.5	5	2	0.1
COc1ccc(/C=C/c2nc(=O)c(-c3ccccc3)c(C)o2)cc1	-0.7	2	9	0.6
C=C1c2cc(C)ccc2NC(=O)N1c1cccc(Cl)c1	-0.9	6	1	-0.1
CC(=O)c1cc(F)c(N2CCN(C(C)=O)CC2)cc1C	0.6	3	11	-0.1
O=C1NC(=Nc2ccccc2)S/C1=C\c1ccccc1OCc1ccccc1Cl	-0.6	6	2	-0.1
Cc1[nH]n(-c2ccc(Br)cc2)c(=O)c1C=Nc1ccc(N)c([N+](=O)[O-])c1	-0.2	2	1	0.4
CC(CNC(=O)c1cccs1)c1ccccc1 (stereo unspecified)	2.4	-16	8	0.0
Cc1cc(NC(=O)CSc2nc3ccsc3c(=O)n2Cc2ccccc2F)n[nH]1	1.1	-8	10	0.1
C=CCNC(=O)CN(c1ccc(Cl)cc1)S(=O)(=O)c1ccc(OC)cc1	-0.6	7	15	0.1
Fc1cccc(Cl)c1CN1CCC(c2nnc(C3CC3)o2)CC1	0.0	-11	-10	0.0
CC(C)(Oc1ccc(Cl)cc1)C(=O)N1CCCCC1	0.1	-1	-4	0.2
Cc1cc(C(=O)COC(=O)C23CC4CC(CC(O)(C4)C2)C3)c(C)n1Cc1ccccc1	0.0	-24	5	0.0
CC1CC(C)CN(C(=O)c2ccc(-c3nnc(-c4ccccc4)o3)cc2)C1 (stereo unspecified)	1.3	-3	4	0.1
Cc1ccc(N2CC(O)=C(c3ccccc3)C2=N)cc1	2.0	-14	-3	-0.1
Cc1ccsc1C(C(=O)NC(C)(C)C)N(Cc1ccco1)C(=O)c1csnn1 (stereo unspecified)	0.6	3	9	0.0
CCn1nc(C(=O)Nc2nc3c(C)cc(C)cc3s2)cc1C	-1.1	-5	-12	-0.1
Cc1ccc(NC(=O)CSc2nc3ccsc3c(=O)n2Cc2ccc3c(c2)OCO3)cc1	3.1	7	11	0.0
Cc1ccccc1C(=O)N/N=C/c1ccc(CNC(=O)C(=O)Nc2ccccc2)o1	1.1	-9	2	-0.2
CN(C)P(=NC(=O)c1cc(Cl)cc(Cl)c1)(N(C)C)C(C)(C)C	-0.8	-11	23	0.2
O=C(COC(=O)c1cccc([N+](=O)[O-])c1)Nc1ncccn1	1.6	4	19	-0.2
CCN1CCN(c2cc(C)c3cc(NC(=O)CCS(=O)(=O)c4ccccc4)ccc3n2)CC1	0.1	4	16	0.6
O=C(c1ccccc1)c1nc[nH]c1C(=O)O	-0.7	-3	2	-0.2
CCSCCOC(=O)C1=C(C)NC2=C(C(=O)CC(C)(C)C2)C1c1cc(Br)c(O)c(OC)c1 (stereo unspecified)	-1.0	13	7	-0.2
CN(Cc1ccc(OCC2CCCN(C(=O)c3cnsn3)C2)cc1)Cc1ccon1 (stereo unspecified)	0.0	5	-16	0.1
CCOC(=O)Cc1csc(N2C(=O)Nc3ccccc3N2O)n1	-0.4	-5	0	0.1
CCN(C(=O)c1cn(C)c(=O)c2cc(OC)c(OC)cc12)c1cccc(Cl)c1	1.4	-7	18	0.1
CNC(=O)Cc1nc2ccccc2n1CC(=O)Nc1ccc(NC(C)=O)cc1	-0.1	5	-11	0.0
N#CC(=C1CCCC1)c1nc2ccccc2[nH]1	-1.2	-5	-5	-0.1
COc1ccc(-c2csc(NS(=O)(=O)CC34CCC(CC3=O)C4(C)C)n2)cc1 (stereo unspecified)	-0.8	-1	4	0.1
Cc1ccc(-n2nc3c(c2NC(=O)c2cccc(F)c2)CS(=O)C3)c(C)c1 (stereo unspecified)	5.9*	-10	0	0.0
O=C(CCn1nnc2ccccc21)N/N=C\Cc1ccccc1	-0.1	-3	20	0.1
O=C(c1csc(Nc2cccc(Cl)c2)n1)N1CCN(c2ccccn2)CC1	-1.0	9	10	0.1
O=C(CSc1ncnc2ccccc12)N1CCCCC1	2.0	-42	14	0.3
COc1cccc(CN2C(=O)C3C(C(=O)Nc4ccc(C(C)C)cc4)C4C=CC3(O4)C2C(=O)NC2CCCCC2)c1 (stereo unspecified)	0.4	0	15	0.1
OC1(C2CNc3ccccc3C2)CCNCC1 (stereo unspecified)	3.0	-2	-2	-0.4
COc1ccc(NC(=O)CSc2nc3c(c(-c4ccccc4)c2C#N)CN(C)CC3)cc1OC	0.1	9	2	-0.3
CN(C)CCCn1c(-c2ccccc2)csc1=Nc1ccccc1	-0.3&1.6	-16&-3	10&19	-0.8&-0.1
CC(C)n1c(-c2cccc(N)c2)nc2c(NCCN3CCOCC3)ncnc21	2.0	-4	9	0.6
Cc1ccc2c(c1)N(CCCC(=O)Nc1c(F)c(F)cc(F)c1F)C(=O)CO2	3.1	4	6	0.0
COc1cccc(C(=O)Nc2cc3c(cc2C(=O)c2ccccc2Cl)OCCO3)c1	1.7	12	15	0.1
Cc1cc(O)c(C(c2ccc(C(C)C)cc2)c2c(O)cc(C)oc2=O)c(=O)o1	4.7	0	13	0.0
NC(=O)C1CCN(C(=O)CN2C(=O)c3ccccc3S2(=O)=O)CC1	1.6	-8	3	0.0
CCS(=O)(=O)Nc1ccc(Oc2ccc(NS(=O)(=O)CC)cc2)cc1	0.0	-47	16	0.1
